# Screening results: PubChem, several laboratories
# GPR55 beta-arrestin – GPR55 agonists via beta-arrestin recruitment, primary screen, imaging, U2OS cells, beta-arrestin-GFP redistribution (AID 1961); U2OS GPR55 beta-arrestin-GFP redistribution imaging; higher % means a stronger effect; one-dose activation, % at 10 µM; EC50 in µM for titrated hits; hit rate 0.048% among 290,000;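 active means activation above 40% with more than 50 cells counted in the well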;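 further: U2OS osteosarcoma cells stably expressing GPR55 and beta-arrestin-GFP; plate controls were DMSO negative control for no effect and LPI positive control for full effect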
# AID2073 – inhibitors of Mint1-CaV2.2 protein interaction, biochemical, HTRF (AID 2073) | HTRF protein-protein interaction, Mint1-CaV2.2; higher % means a stronger effect | one-dose inhibition, % at 20 µM; IC50 in µM for titrated hits | hit rate 0.19% among 290,000; in the data active means inhibition mostly above about 51%, no sharp cut-off; further: some results filed as inactive read as strong as hits
# SIAH1 antagonists – blockers of Siah-1 interaction with plectin peptide – biochemical, fluorescence polarization, rhodamine-plectin, uHTS, primary screen (AID 1817); Siah-1 / rhodamine-plectin peptide fluorescence polarization; higher % means a stronger effect; one-dose displacement, % at 20 µM; IC50 in µM for titrated hits; hit rate 0.02% among 290,000;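 active means displacement of at least 50% at 20 µM, with a fluorescence ratio check between 0.3 and a set limit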;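 further: plate controls were Siah plus tracer with DMSO for no effect and tracer alone without Siah for full effect; strong numbers were not always called active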
# K1F lysis inhibition – inhibition of K1F phage lysis, E. coli UTI89, bacterial capsule biogenesis inhibitors, alamar blue (AID 488966). E. coli UTI89 K1F phage lysis, alamar blue, 2 h; higher % means a stronger effect. inhibition, % at 100 µM; hits with a dose series show IC50 in µM. hit rate 0.02% among 340,000;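 active means phage lysis inhibition, versus mean bacterial control, above a set limit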;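 further: capsule biogenesis inhibitors block K1F phage lysis so surviving cells raise fluorescence; higher fluorescence means more inhibition of phage lysis; actives were called in the ten point dose series up to 300 µM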
# GPR55 LPI antagonism – inhibition of LPI-stimulated GPR55 beta-arrestin translocation – imaging, U2OS, beta-arrestin-GFP, LPI agonist, primary screen (AID 2013); U2OS GPR55 beta-arrestin-GFP translocation imaging, LPI antagonism; higher % means a stronger effect; inhibition, % at 10 µM, or IC50 in µM where a hit was titrated; hit rate 0.13% among 290,000;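 active means spots per cell inhibited over 60%, with over 100 cells counted and total cytoplasm intensity under 500,000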;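 further: U2OS cells stably carrying GPR55 and arrestin-GFP stimulated by 5 µM LPI near EC80; imaged beta-arrestin-GFP aggregate spots per cell after agonist stimulation; plate controls were LPI-stimulated DMSO wells for no effect and DMSO wells without LPI for full effect; some results filed as inactive read as strong as hits; confirmed hits need IC50 under 10 µM and bright autofluorescent wells are also inconclusive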
# NTR1 ag – agonists of NTR1, primary screen, imaging, U2OS cells, beta-arrestin-GFP, high content (AID 493036) | P30989 | NTR1-U2OS beta-arrestin-GFP spot imaging, agonist mode | activation, % at 20 µM | hit rate 0.17% among 330,000;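 active means activation at or above 40% of the spot to cytoplasm intensity ratio, with at least 20 cells analyzed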;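 further: 0% = DMSO without peptide and 100% = 100 nM NTR1 peptide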
# Target sequence (P30989 whole entry, looked up): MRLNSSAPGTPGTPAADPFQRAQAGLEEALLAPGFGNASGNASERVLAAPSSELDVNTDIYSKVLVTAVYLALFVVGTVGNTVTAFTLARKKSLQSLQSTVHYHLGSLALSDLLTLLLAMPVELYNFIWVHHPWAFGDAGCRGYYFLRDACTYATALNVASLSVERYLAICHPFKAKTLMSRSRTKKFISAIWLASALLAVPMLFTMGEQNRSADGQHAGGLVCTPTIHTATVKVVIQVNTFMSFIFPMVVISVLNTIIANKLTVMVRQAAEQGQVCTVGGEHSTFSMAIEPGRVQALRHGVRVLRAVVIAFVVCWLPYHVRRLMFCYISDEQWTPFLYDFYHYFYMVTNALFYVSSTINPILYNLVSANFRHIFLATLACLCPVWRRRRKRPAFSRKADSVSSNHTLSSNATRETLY
# NS5 inhibitors – Dengue-2 NS5 methyltransferase inhibitors, primary screen, biochemical, confirmation dose response (AID 588689); Dengue-2 NS5 methyltransferase capping enzyme assay, biochemical; higher % means a stronger effect; inhibition, % at 25 µM; hits with a dose series show IC50 in µM; hit rate 0.3% among 340,000; in the data active means a potency from the dose series
# GPR35 antagonists – inhibition of zaprinast-stimulated GPR35 beta-arrestin translocation – imaging, U2OS, beta-arrestin-GFP, zaprinast agonist, primary screen (AID 2058). inhibition, % at 10 µM, or IC50 in µM where a hit was titrated. hit rate 0.052% among 290,000. U2OS GPR35 beta-arrestin-GFP translocation imaging, zaprinast antagonism; higher % means a stronger effect;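 active means inhibition of at least 50% with at least 30 cells and total cytoplasm GFP at most 10,000,000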
# HIV fusion peptide – inhibitors of HIV fusion peptide binding, primary screen, biochemical, uHTS, fluorescence dequenching (AID 1986) | cell-free peptide binding, fluorescence dequenching, 30 min; higher % means a stronger effect | inhibition, % at 20 µM, or IC50 in µM where a hit was titrated | hit rate 0.3% among 290,000; in the data active means inhibition mostly above about 52%, no sharp cut-off; inactive means mostly below about 76%; further: some results filed as inactive read as strong as hits
# NTR1 ag cell count 20 µM – also measured in NTR1 ag; calls as there; cell count; measured here: cell count, cytotoxicity flag
# NS5 inhibitors pilot replicate – second read-out of NS5 inhibitors, no call of its own (marks repeat the call); inhibition, %; measured here: pilot screen replicate inhibition
# Starred values were filed as active, the others as inactive; i = inactive; . = no result given; [ ] = dose if it differs, or a comment. Compounds were not picked by outcome; any-hit rate near 1.2%.
SMILES,GPR55 beta-arrestin,AID2073,SIAH1 antagonists,K1F lysis inhibition,GPR55 LPI antagonism,NTR1 ag,NTR1 ag cell count 20 µM,NS5 inhibitors,GPR35 antagonists,HIV fusion peptide,others
CCN(CC)c1ccc(/C=N/N2CCN(Cc3ccccc3Cl)CC2)c(O)c1,-0.1%,-21%,-2%,0.1%,3%,1.4,66,-6%,1%,-1.9%,
CN1CCN(C2=C(Cl)C(=O)N(Cc3ccccc3)C2=O)CC1,0.1%,0%,-2%,0.0%,-2%,0.9,80,4%,-1%,1.0%,
CCc1cccc(NC(=O)Cn2c(=O)c3cccn3c3ccccc32)c1,-0.2%,25%,-1%,0.1%,6%,2.3,62,3%,11%,2.7%,
COc1ccc(Cn2c(=S)[nH]c3cc(C(=O)N4CCN(c5ccccc5)CC4)ccc3c2=O)cc1,-0.1%,12%,10%,0.1%,3%,5.3,64,-8%,1%,0.3%,
CCOc1ccc(NC(=O)CN2C(=O)CCSc3ccc(S(=O)(=O)N4CCCC4)cc32)cc1,0.0%,8%,4%,-0.1%,17%,0.6,47,-1%,15%,3.1%,
CSc1cccc(NC(=S)NC(=O)CCc2ccccc2)c1,-0.1%,5%,4%,0.6%[50 µM],-22%,22,70,-1%,-3%,-1.6%,
O=C(NNC(=S)Nc1ccc(F)cc1)c1cccc([N+](=O)[O-])c1,-0.2%,-30%,-1%,0.7%,13%,0.2,56,-8%,-5%,1.0%,
Cc1c(Cl)cccc1NC(=S)N1CCCN(Cc2ccc(F)cc2)C1,-0.3%,-9%,4%,0.8%,-10%,2.6,49,-5%,-6%,1.3%,
CCCCSc1nc(C)c(CC(=O)OC)c(=O)[nH]1,-0.1%,4%,-4%,5.3%,8%,-3.2,88,-4%,9%,-1.2%,
Cc1ccc(C)c(-n2c(CNC(=O)c3ccco3)nnc2SCC(=O)Nc2nnc(C)s2)c1,-0.1%,-2%,4%,0.4%,-9%,-2.5,58,-3%,-2%,0.4%,
COCCSc1ccccc1C(=O)NCCCn1ccnc1,0.1%,-3%,0%,0.1%,-3%,-1.2,48,-2%,12%,-2.6%,
O=C(NCC1CCCO1)c1ccc2c(c1)N(Cc1ccccc1)C(=O)CS2=O (configuration not stated),0.2%,-6%,3%,1.6%,-2%,3.7,50,-6%,2%,-0.1%,
CCOC(=O)c1cnc(-n2nc(C)cc2C)nc1NCCc1ccccc1,-0.3%,-5%,-2%,-0.5%,-3%,8.4,41,-9%,-4%,1.8%,
CCOc1ccc(S(=O)(=O)N(C)c2ccc(OCC(=O)N3CCOCC3)cc2)cc1,-0.2%,0%,2%,0.1%,-4%,-1.5,86,-6%,-6%,-0.8%,
COc1ccc(NS(=O)(=O)c2cnc[nH]2)cc1,-0.3%,4%,-4%,-0.4%,7%,-1.3,44,-16%,-6%,-2.3%,
CCC(C)NC(=O)C1CCC(CNS(=O)(=O)c2cccc3nsnc23)CC1 (configuration not stated),-0.1%,10%,2%,1.3%,7%,0.6,73,-5%,19%,-2.3%,
O=C(O)c1sccc1SCc1ccc(Cl)cc1Cl,0.2%,6%,0%,-0.6%,31%,3.9,82,9%,-2%,8.2%,
CCOc1ccc(S(=O)(=O)N2CCN(c3ccc(C)cc3C)CC2)cc1,-0.3%,15%,0%,-0.1%,6%,2.2,46,-3%,-19%,-1.6%,
O=C(CN1C(=O)CCC1=O)Nc1nc(-c2nc3ccccc3s2)cs1,0.0%,0%,-3%,-0.3%,9%,-1.2,95,-4%,-2%,-0.3%,
O=C1NC(=Nc2ccc(Cl)cc2)SC1Cc1cccc(Cl)c1Cl (configuration not stated),0.4%,-3%,57%,2.8%,10%,-0.1,38,-12%,3%,5.2%,

# Random excerpt: 5 compounds from above, in no set order.
SMILES,GPR55 beta-arrestin,AID2073,SIAH1 antagonists,K1F lysis inhibition,GPR55 LPI antagonism,NTR1 ag,NTR1 ag cell count 20 µM,NS5 inhibitors,GPR35 antagonists,HIV fusion peptide,others
COCCSc1ccccc1C(=O)NCCCn1ccnc1,0.1%,-3%,0%,0.1%,-3%,-1.2,48,-2%,12%,-2.6%,
O=C(NCC1CCCO1)c1ccc2c(c1)N(Cc1ccccc1)C(=O)CS2=O (configuration not stated),0.2%,-6%,3%,1.6%,-2%,3.7,50,-6%,2%,-0.1%,
CCOc1ccc(S(=O)(=O)N(C)c2ccc(OCC(=O)N3CCOCC3)cc2)cc1,-0.2%,0%,2%,0.1%,-4%,-1.5,86,-6%,-6%,-0.8%,
CCOC(=O)c1cnc(-n2nc(C)cc2C)nc1NCCc1ccccc1,-0.3%,-5%,-2%,-0.5%,-3%,8.4,41,-9%,-4%,1.8%,
O=C1NC(=Nc2ccc(Cl)cc2)SC1Cc1cccc(Cl)c1Cl (configuration not stated),0.4%,-3%,57%,2.8%,10%,-0.1,38,-12%,3%,5.2%,

# New compounds follow
SMILES,GPR55 beta-arrestin,AID2073,SIAH1 antagonists,K1F lysis inhibition,GPR55 LPI antagonism,NTR1 ag,NTR1 ag cell count 20 µM,NS5 inhibitors,GPR35 antagonists,HIV fusion peptide,others
Cc1c(C(=O)N2CCN(C)CC2)oc2ccc(Br)cc12,0.3%,4%,-3%,1.1%,-1%,-1.3,61,2%,14%,-0.9%,
O=C(NCCc1ccccc1)C(NS(=O)(=O)c1cccc2nsnc12)c1ccccc1 (configuration not stated),0.5%,-1%,0%,0.1%[50 µM],-9%,1.3,54,-3%,-7%,1.1%,
O=C(NC1CC2CCC(C1)N2C(=O)NC1CCCCC1)NC12CC3CC(CC(C3)C1)C2 (configuration not stated),-0.2%,6%,0%,0.1%,9%,5.6,87,2%,7%,4.2%,
CCCN1C(=O)c2ccccc2NC1c1ccc(OC)cc1O (configuration not stated),-0.1%,15%,-1%,1.0%,-3%,0.1,35,-1%,-6%,2.3%,
CCN(CC)C(=O)C1=C(C)NC(=S)NC1c1cn(-c2ccccc2)nc1-c1ccc(Cl)cc1 (configuration not stated),-0.1%,-28%,-4%,i,10%,-0.2,55,-6%,-2%,8.1%,
O=C(Nc1nc(-c2ccc(F)cc2)cs1)C1CCCO1 (configuration not stated),0.0%,-6%,0%,2.6%[50 µM],2%,1.2,76,-4%,-8%,-2.8%,
C=CCn1c(C)nc2ccccc2c1=O,-0.1%,4%,-3%,1.2%,2%,-0.5,32,3%,0%,-1.3%,
COc1ccccc1N1CCN(C(=O)CC2NC3CCCCC3NC2=O)CC1 (configuration not stated),0.6%,12%,3%,.,22%,-0.5,59,.,-12%,3.9%,
O=C(NCc1ccc(Cl)c(Cl)c1)c1cccnc1,-0.2%,0%,0%,-0.8%,-12%,1.0,42,-5%,-6%,0.8%,
Cc1cc(OC(C)C(=O)Nc2ccc(S(=O)(=O)Nc3onc(C)c3C)cc2)cc(C)c1Cl (configuration not stated),0.3%,7%,23%,-1.2%[50 µM],3%,2.2,64,-1%,-8%,29%,
CCn1cc(C(=O)NCCCOC(C)C)c(=O)c2cc(S(=O)(=O)N3CCCC3)ccc21,-0.1%,13%,-8%,0.1%,-8%,-1.1,46,2%,0%,0.5%,
O=c1[nH]c2ccc(NCc3ccc(F)cc3)cc2[nH]1,0.3%,-61%,-7%,3.1%,6%,-0.2,65,.,22%,-0.6%,
O=C(C1=C(O)C(=O)N(CCOCCO)C1c1cccs1)c1cccs1 (configuration not stated),-0.1%,-4%,-2%,6.9%,19%,3.2,61,-10%,-1%,-2.0%,
CCOC(=O)Cn1c(CN2CCN(C(=O)c3ccco3)CC2)nc2c1c(=O)n(C)c(=O)n2C,0.3%,2%,10%,0.0%,13%,-0.7,64,-1%,4%,0.3%,
CCN(CC)CCCNC(=O)c1ccc(OCC(=O)Nc2ccccc2C(F)(F)F)c(OC)c1,1.0%,-4%,-4%,-0.4%,-1%,1.3,50,-2%,9%,-0.2%,
CC1CCc2nc(NC(=O)Cc3cccs3)sc2C1 (configuration not stated),0.0%,-8%,-4%,0.7%,-3%,1.9,65,-1%,7%,0.7%,
O=C(N/N=C/c1ccncc1)c1ccc(NS(=O)(=O)c2cccs2)cc1,-0.3%,7%,-5%,0.3%,-2%,2.9,64,1%,1%,-1.5%,
Nc1nc(CN2CCN(c3ccccc3F)CC2)nc(Nc2ccccc2)n1,-0.3%,-2%,2%,-0.3%,1%,3.7,76,-3%,-10%,-1.4%,NS5 inhibitors pilot replicate=-7.2
COc1ccc(C2SCC(=O)N2c2c(C)n(C)n(-c3ccccc3)c2=O)cc1 (configuration not stated),-0.3%,3%,2%,0.8%,-10%,1.0,34,-2%,8%,3.0%,
CSc1ccc(/C=C(/NC(=O)c2ccc(C)cc2)C(=O)Nc2cccc(F)c2)cc1,-0.3%,-1%,-2%,1.2%[50 µM],2%,2.6,56,-2%,-11%,-1.7%,
C/C(=N\NC(=O)Cc1cccn1C)c1ccc2ccccc2c1,-0.1%,-1%,2%,4.1%,5%,-3.6,95,-10%,11%,1.0%,
COc1cccc(-c2nnc(NC(=O)c3ccc(S(=O)(=O)N4CC(C)OC(C)C4)cc3)o2)c1 (configuration not stated),0.6%,-7%,-8%,4.9%,-4%,0.0,57,-4%,-5%,0.0%,
O=C(O)c1cc(-c2ccccn2)n[nH]1,-0.2%,9%,2%,0.2%,14%,0.7,81,1%,6%,-1.8%,NS5 inhibitors pilot replicate=-2.4
O=C(NCc1cccs1)C1CC(c2ccccc2O)=NO1 (configuration not stated),-0.1%,-1%,-2%,0.1%,-18%,2.6,55,-6%,2%,1.8%,

# Among those listed so far, these contain a COOH group:
SMILES,GPR55 beta-arrestin,AID2073,SIAH1 antagonists,K1F lysis inhibition,GPR55 LPI antagonism,NTR1 ag,NTR1 ag cell count 20 µM,NS5 inhibitors,GPR35 antagonists,HIV fusion peptide,others
O=C(O)c1sccc1SCc1ccc(Cl)cc1Cl,0.2%,6%,0%,-0.6%,31%,3.9,82,9%,-2%,8.2%,
O=C(O)c1cc(-c2ccccn2)n[nH]1,-0.2%,9%,2%,0.2%,14%,0.7,81,1%,6%,-1.8%,NS5 inhibitors pilot replicate=-2.4
